Source: PubChem BioAssay
GPR55 LPI antagonism: inhibition of LPI-stimulated GPR55 beta-arrestin translocation – imaging, U2OS, beta-arrestin-GFP, LPI agonist, primary screen (AID 2013); U2OS GPR55 beta-arrestin-GFP translocation imaging, LPI antagonism; higher % means a stronger effect; one-dose inhibition, % at 10 µM; IC50 in µM for titrated hits; 0.13% of 290,000 active;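 active means spots per cell inhibited over 60%, with over 100 cells counted and total cytoplasm intensity under 500,000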;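 further: U2OS cells stably carrying GPR55 and arrestin-GFP stimulated by 5 µM LPI near EC80; imaged beta-arrestin-GFP aggregate spots per cell after agonist stimulation; plate controls were LPI-stimulated DMSO wells for no effect and DMSO wells without LPI for full effect; some results filed as inactive read as strong as hits; confirmed hits need IC50 under 10 µM and bright autofluorescent wells are also inconclusive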
NTR1 ag: agonists of NTR1, primary screen, imaging, U2OS cells, beta-arrestin-GFP, high content (AID 493036). activation, % at 20 µM. 0.17% of 330,000 active. NTR1-U2OS beta-arrestin-GFP spot imaging, agonist mode;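 active means activation at or above 40% of the spot to cytoplasm intensity ratio, with at least 20 cells analyzed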;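 further: 0% = DMSO without peptide and 100% = 100 nM NTR1 peptide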
Target sequence (P30989 whole entry, looked up): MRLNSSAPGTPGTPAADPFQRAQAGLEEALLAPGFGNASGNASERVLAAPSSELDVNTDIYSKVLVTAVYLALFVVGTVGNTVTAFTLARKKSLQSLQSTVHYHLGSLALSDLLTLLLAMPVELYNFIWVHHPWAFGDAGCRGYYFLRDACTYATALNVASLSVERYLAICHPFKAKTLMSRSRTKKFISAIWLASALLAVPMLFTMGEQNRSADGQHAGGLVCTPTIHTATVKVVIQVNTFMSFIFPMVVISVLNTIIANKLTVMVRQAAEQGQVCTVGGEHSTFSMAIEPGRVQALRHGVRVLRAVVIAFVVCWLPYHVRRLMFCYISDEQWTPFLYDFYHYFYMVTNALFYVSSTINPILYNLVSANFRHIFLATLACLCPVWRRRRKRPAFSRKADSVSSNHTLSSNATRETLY
Myeloid diff MLP: myeloid differentiation induction | ER-HoxA9 myeloid progenitors, lysozyme-GFP differentiation, flow cytometry | AID 624256 | 1% of 360,000 active | calls only at 10 µM;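 active means normalized GFP-positive differentiation at or above the plate's own cutoff, the solvent-only control mean plus 3 SD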;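 further: cells exposed to compound for four days before flow analysis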
HIV fusion peptide: cell-free HIV fusion peptide-binding blockers – biochemical, uHTS, fluorescence dequenching, primary screen (AID 1986) | 0.3% of 290,000 active | inhibition, % at 20 µM; hits with a dose series show IC50 in µM | cell-free peptide binding, fluorescence dequenching, 30 min; higher % means a stronger effect; in the data active means inhibition mostly above about 52%, no sharp cut-off; inactive means mostly below about 76%; further: some results filed as inactive read as strong as hits
Salmonella PhoP GFP: inhibitors of PhoP regulon expression, primary screen, Salmonella Typhimurium, GFP reporter (AID 1863); S. Typhimurium PhoP-regulated promoter GFP reporter, 4 h; higher % means a stronger effect; one-dose inhibition, % at 50 µM; IC50 in µM for titrated hits; 0.16% of 300,000 active;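 active means inhibition over 29.93%, a cutoff 3 SD above the screen mean, later confirmed by dose response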;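 further: 0% = low Mg2+ inducing control and 100% = high Mg2+ repressing control; strong numbers were not always called active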
LYP phosphatase: PTPN22 lymphoid phosphatase activity blockers – biochemical, fluorescence intensity, uHTS (AID 1779) | 0.054% of 290,000 active | recombinant LYP phosphatase, fluorescence intensity; higher % means a stronger effect | inhibition, % at 11.5 µM; hits with a dose series show IC50 in µM; in the data active means inhibition above about 50%;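 further: plate controls were vehicle with enzyme for no effect and no enzyme for full effect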
GPR35 arrestin U2OS: inhibition of zaprinast-stimulated GPR35 beta-arrestin translocation – imaging, U2OS, beta-arrestin-GFP, zaprinast agonist, primary screen (AID 2058) | U2OS GPR35 beta-arrestin-GFP translocation imaging, zaprinast antagonism; higher % means a stronger effect | inhibition, % at 10 µM, or IC50 in µM where a hit was titrated | 0.052% of 290,000 active;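 active means inhibition of at least 50% with at least 30 cells and total cytoplasm GFP at most 10,000,000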
MgcRacGAP inhibition: MgcRacGAP GTPase-activating activity inhibitors, confirmation, biochemical, ADP Hunter fluorescence | MgcRacGAP-stimulated Rac1 GTP hydrolysis, ADP Hunter fluorescence; higher % means a stronger effect; GST-tagged Rac1 F28L mutant substrate | inhibition, % at 30 µM, or IC50 in µM where a hit was titrated | 0.6% of 340,000 active;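 active means first-screen hits whose inhibition reached a set limit at any dose in the follow-up dose series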;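 further: fluorescence reports GDP produced by GAP-driven GTP hydrolysis; strong numbers were not always called active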
SIAH1 antagonists: Siah-1 peptide-binding antagonists, primary screen, biochemical, fluorescence polarization, rhodamine-plectin, uHTS (AID 1817). displacement, % at 20 µM; hits with a dose series show IC50 in µM. Siah-1 / rhodamine-plectin peptide fluorescence polarization; higher % means a stronger effect. 0.02% of 290,000 active;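 active means displacement of at least 50% at 20 µM, with a fluorescence ratio check between 0.3 and a set limit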;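 further: plate controls were Siah plus tracer with DMSO for no effect and tracer alone without Siah for full effect; strong numbers were not always called active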
NTR1 ag cell count 20 µM: second read-out of NTR1 ag, no call of its own (marks repeat the call); cell count; measured here: cell count, cytotoxicity flag
Myeloid diff MLP GFP+ MAC1+ %: recorded beside Myeloid diff MLP, whose call it bears; GFP+ MAC1+ double positive, %; measured here: differentiation confirmed by MAC1 staining
An asterisk follows results filed as active. The order is random, and some 2.4% of all compounds hit somewhere here.

For CCOc1cccc(OCCCCn2cnc3ccccc3c2=O)c1 the results were GPR55 LPI antagonism -2%, NTR1 ag -1.4, Myeloid diff MLP inactive, HIV fusion peptide -1.0%, Salmonella PhoP GFP -9%, LYP phosphatase -2%, GPR35 arrestin U2OS -3%, MgcRacGAP inhibition 6%, SIAH1 antagonists -4%, NTR1 ag cell count 20 µM 60 and Myeloid diff MLP GFP+ MAC1+ % 0.3.
Screening CCOc1ccc(CCN2C(=O)C3C4C=CC(C4)C3C2=O)cc1OCC (centres undefined) returned GPR55 LPI antagonism 11%, NTR1 ag -4.5, Myeloid diff MLP inactive, HIV fusion peptide -1.2%, Salmonella PhoP GFP 4%, LYP phosphatase -3%, GPR35 arrestin U2OS 9%, MgcRacGAP inhibition 1%, SIAH1 antagonists -3%, NTR1 ag cell count 20 µM 59 and Myeloid diff MLP GFP+ MAC1+ % 1.3.
Screening Cc1ccc(C)c(OCc2nnc(NC(=O)c3ccc4c(c3)OCO4)s2)c1 returned GPR55 LPI antagonism -7%, NTR1 ag -0.1, Myeloid diff MLP inactive, HIV fusion peptide 0.6%, Salmonella PhoP GFP -5%, LYP phosphatase -1%, GPR35 arrestin U2OS -9%, MgcRacGAP inhibition 1%, SIAH1 antagonists 4%, NTR1 ag cell count 20 µM 55 and Myeloid diff MLP GFP+ MAC1+ % 0.8.
For Cn1nnnc1SCC(=O)NNC(=O)c1ccc(Br)cc1 the results were GPR55 LPI antagonism 2%, NTR1 ag -0.1, Myeloid diff MLP inactive, HIV fusion peptide -0.9%, Salmonella PhoP GFP -5%, LYP phosphatase 0%, GPR35 arrestin U2OS -8%, MgcRacGAP inhibition 5%, SIAH1 antagonists -3%, NTR1 ag cell count 20 µM 34 and Myeloid diff MLP GFP+ MAC1+ % 0.5.
For CCn1c(=O)cc(SCC(=O)NCc2ccc3c(c2)OCO3)c2ccccc21 the results were GPR55 LPI antagonism 6%, NTR1 ag 0.7, Myeloid diff MLP inactive, HIV fusion peptide -1.3%, Salmonella PhoP GFP 18%, LYP phosphatase -6%, GPR35 arrestin U2OS 0%, MgcRacGAP inhibition 8%, SIAH1 antagonists 2%, NTR1 ag cell count 20 µM 73 and Myeloid diff MLP GFP+ MAC1+ % 0.8.
`O=C(NNc1nc2ccccc2s1)Nc1ccc(Cl)c(Cl)c1` gave GPR55 LPI antagonism -2%, NTR1 ag 6.9, Myeloid diff MLP inactive, HIV fusion peptide -1.8%, Salmonella PhoP GFP 5%, LYP phosphatase -2%, GPR35 arrestin U2OS -1%, MgcRacGAP inhibition 9%, SIAH1 antagonists -3%, NTR1 ag cell count 20 µM 60 and Myeloid diff MLP GFP+ MAC1+ % 0.6.
Screening CSc1ccc(S(=O)(=O)N2CCC(C(=O)NCc3ccncc3)CC2)cc1 returned GPR55 LPI antagonism -3%, NTR1 ag 1.0, HIV fusion peptide -0.6%, Salmonella PhoP GFP 5%, LYP phosphatase -11%, GPR35 arrestin U2OS -3%, MgcRacGAP inhibition 0%, SIAH1 antagonists -2% and NTR1 ag cell count 20 µM 37.
For CC(C)=C1C(=O)NN(c2ccc(C)c(Cl)c2)C1=O the results were GPR55 LPI antagonism 10%, Myeloid diff MLP inactive, HIV fusion peptide 66%*, Salmonella PhoP GFP -10%, LYP phosphatase -5%, GPR35 arrestin U2OS 0%, MgcRacGAP inhibition 7%, SIAH1 antagonists 38% and Myeloid diff MLP GFP+ MAC1+ % 0.2.
Screening CCOC(=O)N1CCN(S(=O)(=O)c2ccc3[nH]cc(C(=O)O)c(=O)c3c2)CC1 returned GPR55 LPI antagonism 8%, NTR1 ag -1.2, Myeloid diff MLP inactive, HIV fusion peptide 24%, Salmonella PhoP GFP -4%, LYP phosphatase -4%, GPR35 arrestin U2OS 5%, MgcRacGAP inhibition 6%, SIAH1 antagonists 7%, NTR1 ag cell count 20 µM 39 and Myeloid diff MLP GFP+ MAC1+ % 1.0.
`O=C(c1ccc(N2CCN(S(=O)(=O)c3ccccc3)CC2)c([N+](=O)[O-])c1)N1CCOCC1` gave GPR55 LPI antagonism 13%, NTR1 ag 0.0, Myeloid diff MLP inactive, HIV fusion peptide 0.9%, Salmonella PhoP GFP -15%, LYP phosphatase -8%, GPR35 arrestin U2OS -3%, MgcRacGAP inhibition 1%, SIAH1 antagonists 9%, NTR1 ag cell count 20 µM 55 and Myeloid diff MLP GFP+ MAC1+ % 0.5.
For COc1ccc(Nc2nc(-c3ccc(OC)cc3)c(CCC(=O)O)s2)cc1 the results were GPR55 LPI antagonism -4%, NTR1 ag 3.2, Myeloid diff MLP inactive, HIV fusion peptide 8.1%, Salmonella PhoP GFP -5%, LYP phosphatase 0%, GPR35 arrestin U2OS -1%, MgcRacGAP inhibition 13%, SIAH1 antagonists 13%, NTR1 ag cell count 20 µM 63 and Myeloid diff MLP GFP+ MAC1+ % 0.5.
Cc1ccc(/C=N\NC(=O)c2csnn2)cc1 was read as GPR55 LPI antagonism 12%, NTR1 ag 0.1, Myeloid diff MLP inactive, HIV fusion peptide 0.6%, Salmonella PhoP GFP -2%, LYP phosphatase -2%, GPR35 arrestin U2OS -5%, MgcRacGAP inhibition 13%, SIAH1 antagonists -6%, NTR1 ag cell count 20 µM 58 and Myeloid diff MLP GFP+ MAC1+ % 0.8.
O=C(Nc1ccc(Br)c2cccnc12)c1ccc(Cn2cc([N+](=O)[O-])cn2)o1 was read as GPR55 LPI antagonism 5%, NTR1 ag 8.8, Myeloid diff MLP inactive, HIV fusion peptide -2.6%, Salmonella PhoP GFP 12%, LYP phosphatase -5%, GPR35 arrestin U2OS 10%, MgcRacGAP inhibition 8%, SIAH1 antagonists 3%, NTR1 ag cell count 20 µM 64 and Myeloid diff MLP GFP+ MAC1+ % 1.3.
Screening COc1ccc(/C=C2/C(=O)ON=C2C)cc1Cl returned GPR55 LPI antagonism 17%, NTR1 ag -0.8, Myeloid diff MLP inactive, HIV fusion peptide -2.6%, Salmonella PhoP GFP 13%, LYP phosphatase -5%, GPR35 arrestin U2OS -3%, MgcRacGAP inhibition 9%, SIAH1 antagonists 3%, NTR1 ag cell count 20 µM 105 and Myeloid diff MLP GFP+ MAC1+ % 0.7.
N=C1S/C(=C\c2ccccc2F)C(=O)N1c1ccc(F)cc1 was read as GPR55 LPI antagonism 7%, NTR1 ag 1.2, Myeloid diff MLP inactive, HIV fusion peptide 0.8%, Salmonella PhoP GFP -9%, LYP phosphatase 6%, GPR35 arrestin U2OS 1%, MgcRacGAP inhibition 3%, SIAH1 antagonists 8%, NTR1 ag cell count 20 µM 74 and Myeloid diff MLP GFP+ MAC1+ % 0.1.
For COCC1CCN(C(=O)c2cc(COc3cncc(Cl)c3)on2)C1 (centres undefined) the results were GPR55 LPI antagonism -26%, NTR1 ag 0.4, Myeloid diff MLP inactive, HIV fusion peptide 0.2%, Salmonella PhoP GFP -1%, LYP phosphatase -9%, GPR35 arrestin U2OS 3%, MgcRacGAP inhibition 5%, SIAH1 antagonists -6%, NTR1 ag cell count 20 µM 59 and Myeloid diff MLP GFP+ MAC1+ % 0.0.
Screening O/N=C/c1ccccc1Oc1ccc(Cl)cc1 returned GPR55 LPI antagonism -1%, NTR1 ag 0.7, Myeloid diff MLP inactive, HIV fusion peptide 0.0%, Salmonella PhoP GFP 5%, LYP phosphatase -4%, GPR35 arrestin U2OS -2%, MgcRacGAP inhibition 1%, SIAH1 antagonists -1%, NTR1 ag cell count 20 µM 26 and Myeloid diff MLP GFP+ MAC1+ % 0.2.
Cc1ccc([N+](=O)[O-])cc1N1C(=O)CS/C1=N\NC(=O)c1cccnc1 was read as GPR55 LPI antagonism -5%, NTR1 ag 1.1, Myeloid diff MLP inactive, HIV fusion peptide -1.6%, Salmonella PhoP GFP 5%, LYP phosphatase -4%, GPR35 arrestin U2OS 2%, MgcRacGAP inhibition 1%, SIAH1 antagonists 3%, NTR1 ag cell count 20 µM 44 and Myeloid diff MLP GFP+ MAC1+ % 0.4.
Screening COC(=O)c1ccccc1NC(=O)c1cc2sccc2n1C returned GPR55 LPI antagonism 6%, NTR1 ag 3.7, Myeloid diff MLP inactive, HIV fusion peptide 1.4%, Salmonella PhoP GFP 22%, LYP phosphatase -8%, GPR35 arrestin U2OS 2%, MgcRacGAP inhibition 5%, SIAH1 antagonists 2%, NTR1 ag cell count 20 µM 50 and Myeloid diff MLP GFP+ MAC1+ % 5.6.
Cc1csc(C(C#N)C(=O)c2ccncc2)n1 (centres undefined) was read as GPR55 LPI antagonism 3%, NTR1 ag 0.1, Myeloid diff MLP inactive, HIV fusion peptide -1.6%, Salmonella PhoP GFP -14%, LYP phosphatase -3%, GPR35 arrestin U2OS -5%, MgcRacGAP inhibition 5%, SIAH1 antagonists -3%, NTR1 ag cell count 20 µM 51 and Myeloid diff MLP GFP+ MAC1+ % 1.0.
For CCN(CC)C(=O)c1sc2c(c1C)c(=O)n(-c1ccc(OC)cc1OC)c(=O)n2CC(=O)c1ccccc1 the results were GPR55 LPI antagonism 5%, NTR1 ag 3.0, Myeloid diff MLP inactive, HIV fusion peptide -1.5%, Salmonella PhoP GFP 5%, LYP phosphatase -6%, GPR35 arrestin U2OS 4%, MgcRacGAP inhibition 7%, SIAH1 antagonists 3%, NTR1 ag cell count 20 µM 57 and Myeloid diff MLP GFP+ MAC1+ % 0.4.
Screening Cc1ccc(OCC(=O)Nc2ccc3c(c2)nc(CCN2CCC(C)CC2)n3C)cc1 returned GPR55 LPI antagonism -3%, NTR1 ag 0.9, Myeloid diff MLP inactive, HIV fusion peptide 0.0%, Salmonella PhoP GFP -13%, LYP phosphatase -13%, GPR35 arrestin U2OS 15%, MgcRacGAP inhibition 10%, SIAH1 antagonists 7%, NTR1 ag cell count 20 µM 61 and Myeloid diff MLP GFP+ MAC1+ % 3.3.
Screening CCC(=O)N1CCN(c2ccc(Cl)cc2NC(=O)Cc2ccccc2)CC1 returned GPR55 LPI antagonism -8%, NTR1 ag 0.0, Myeloid diff MLP inactive, HIV fusion peptide 0.8%, Salmonella PhoP GFP -10%, LYP phosphatase 0%, GPR35 arrestin U2OS -4%, MgcRacGAP inhibition -4%, SIAH1 antagonists 1%, NTR1 ag cell count 20 µM 49 and Myeloid diff MLP GFP+ MAC1+ % 1.0.
